High-throughput results from PubChem BioAssay.
esBAF inh: Bmi1 luciferase reporter increase in mESCs, primary screen, esBAF inhibitor project, mouse ES cells, Bmi1 luciferase knock-in, single point; 24 h; 100% = twice the neutral-well signal; reporter increase, % at 12.5 µM; actives 2% (n = 350,000); in the data active means activation above about 40%;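 further: 0% = median of the plate's neutral control wells and 100% = double that signal; a rise in the Bmi1 reporter signal indicates esBAF inhibition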
SIRT5 inh: SIRT5 desuccinylase inhibitors, primary screen, biochemical, fluorescence imaging, single point, set 5. NAD-dependent protein deacylase sirtuin-5, mitochondrial (Homo sapiens), Q9NXA8. Purified SirT5, succinyl-peptide AMC, trypsin-coupled fluorescence. inhibition, % at 15 µM. actives 1.1% (n = 330,000). AID 652115, 2013; in the data active means inhibition above about 15%
Target sequence (Q9NXA8 whole entry, looked up): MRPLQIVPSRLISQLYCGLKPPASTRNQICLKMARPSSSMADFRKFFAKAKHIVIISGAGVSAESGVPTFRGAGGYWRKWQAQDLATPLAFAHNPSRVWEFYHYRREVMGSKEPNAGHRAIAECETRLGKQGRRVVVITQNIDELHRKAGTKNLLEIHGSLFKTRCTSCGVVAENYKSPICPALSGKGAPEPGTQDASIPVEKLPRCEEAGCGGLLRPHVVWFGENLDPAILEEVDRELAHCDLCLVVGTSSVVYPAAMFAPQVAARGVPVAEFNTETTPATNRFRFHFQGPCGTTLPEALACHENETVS
Cneo AK release: Cryptococcus neoformans cell lysis inducers, primary screen, AK release luminescence, single concentration | C. neoformans lysis, adenylate kinase release luminescence, 4 h; normalised: neutral wells 0, clomiphene wells 100 | lysis activity, % at 15 µM | actives 0.2% (n = 360,000) | AID 651654, 2012;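 active means mean lysis activity across replicates of at least 80%, whatever share of replicates individually reach that level; inactive means mean lysis activity below 80%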
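read-out = cell lysis signal | test system = log-phase Cryptococcus neoformans yeast cells | input = cells at 5 × 10^6 per mL | medium = fresh YPD growth medium | signal = luminescent adenylate kinase detection reagent | timing = 4 h at 37 °C static, read 1 h later | dosing = single dose | controls = Clomiphene as positive lysis control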
miR-122 sensor: miR-122 Renilla sensor signal increase in Huh7, primary screen, miR-122 inhibitor project, cell-based, single point, plate reader | activation (reporter increase), % at 12.5 µM | AID 602342, 2012 | actives 0.3% (n = 340,000) | Huh7 miR-122 Renilla luciferase sensor, 48 h; neutral wells = 0, positive control = 100;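 active means mean replicate activation score at least 90 and every replicate individually at or above 90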;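 further: higher luciferase means less miR-122 activity so hits act as miR-122 inhibitors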
ARNT-TACC3 inh: disruptors of ARNT/TACC3 protein interaction, primary screen, biochemical, AlphaScreen, single concentration; Transforming acidic coiled-coil-containing protein 3 (Homo sapiens), Q9Y6A5; AlphaScreen His-ARNT PAS-B/GST-TACC3 binding, luminescence; TACC3 fragment carries E629A point mutation; inhibition, % at 9.99 µM; actives 0.66% (n = 390,000);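 active means mean inhibition of replicates at least 50% and at least half of replicates each reaching 50%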;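 further: 0% = complete ARNT plus TACC3 wells and 100% = ARNT alone without TACC3; many hits fall short of the cut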
ERp5 inh: inhibitors of ERp5-driven insulin aggregation, primary screen, biochemical, turbidity, absorbance 650 nm, single point; Protein disulfide-isomerase A6 (Homo sapiens), Q15084; 90 min; inhibition, % at 9.99 µM; actives 0.05% (n = 350,000);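 active means mean replicate inhibition above about 25%, with every replicate also reaching it, limit read from the data, passing the limit was not always enough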
Target sequence (Q15084 whole entry, looked up): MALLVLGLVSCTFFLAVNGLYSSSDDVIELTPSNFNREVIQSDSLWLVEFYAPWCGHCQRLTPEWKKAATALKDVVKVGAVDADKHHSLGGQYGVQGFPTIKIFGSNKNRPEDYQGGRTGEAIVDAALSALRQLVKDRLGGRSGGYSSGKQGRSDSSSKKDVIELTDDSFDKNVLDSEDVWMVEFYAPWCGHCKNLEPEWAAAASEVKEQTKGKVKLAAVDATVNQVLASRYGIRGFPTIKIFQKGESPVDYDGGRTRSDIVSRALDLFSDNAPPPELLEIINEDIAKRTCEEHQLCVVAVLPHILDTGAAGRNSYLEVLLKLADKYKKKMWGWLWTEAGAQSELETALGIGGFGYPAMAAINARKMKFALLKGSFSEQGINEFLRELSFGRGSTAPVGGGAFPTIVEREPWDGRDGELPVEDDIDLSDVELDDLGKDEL
Statin myotox sup: suppressors of statin myotoxicity in C2C12 myotubes, primary screen, cell-based, single point, plate reader. C2C12 myotubes + simvastatin, ATP luminescence, 48 h; scaled: DMSO 0, geranylgeraniol control 100. rescue of ATP level, % at 7.49 µM. actives 0.78% (n = 330,000). AID 602340, 2012;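 active means mean ATP rescue above about 67%, or every replicate alone reaching that limit, limit read from the data, passing the limit was not always enough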;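 further: myotubes were challenged with 10 µM simvastatin during compound exposure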
An asterisk follows results filed as active; / = not tested or not shown; & = joins results of further samples; [ ] = dose if it differs, or a comment. Outcome played no part in choosing rows; any-hit rate near 4%.

SMILES	esBAF inh	SIRT5 inh	Cneo AK release	miR-122 sensor	ARNT-TACC3 inh	ERp5 inh	Statin myotox sup
Cn1ncc2c(Nc3ccccc3Br)ncnc21	-1	/	0	-2	0	/	/
C[C@H]1CN([C@@H](C)CO)S(=O)(=O)c2ccc(-c3ccccc3)cc2O[C@@H]1CN(C)C(=O)CN(C)C	3	4	-17	2[16.7 µM]	7	-1	-13
CCOc1ccccc1NC(=O)C(=O)CC(=O)c1ccc(OC)cc1	8	-1	0	/	1	4	1
COc1ccc(-n2c(O)c(Cc3ccccc3)c(=O)n3nc(-c4ccccc4)c(=O)cc23)cc1	16	/	0	-8	-5	/	27
Cc1ccccc1C(=O)NC1CCN(CC(=O)Nc2ccc3c(c2)OCO3)CC1	/	-4	/	/	4	2	/
C=C1CCC[C@]2(C)C[C@H]3OC(=O)C(CN4CC(C)OC(C)C4)[C@H]3C[C@@H]12 (some centres not stated)	5	-7	1	-18	-2	-6	8
CCOC(=O)c1c(C)cccc1OCC(N)=O	-8	/	1	-8	-8	/	-23
COCC(=O)N1C[C@@H](C)[C@H](OC)CN(C)C(=O)c2cc(NC(=O)c3cc(C)on3)ccc2OC[C@H]1C	5	-2	-4	/	-3	1	14
CC(C)(C)c1nc2cc(Cl)c([N+](=O)[O-])cc2o1	-1	-2	0	-3	-2	3	-3
C[C@@H]1CCCCO[C@@H](CN(C)CC2CCCCC2)[C@@H](C)CN([C@H](C)CO)C(=O)c2cc(NC(=O)Nc3ccccc3)ccc2O1	3	9	-10	77[16.7 µM]	-3	-5	/
CCCC#Cc1cnc2c(c1)C(=O)N([C@@H](C)CO)C[C@@H](C)[C@@H](CN(C)C(=O)c1cccc(F)c1)O2	0	-7	-5	5[16.7 µM]	-2	-10	-8
C[C@@H]1CCCCO[C@@H](CN(C)CC2CCCCC2)[C@@H](C)CN([C@H](C)CO)C(=O)c2cc(NS(=O)(=O)c3ccc(Cl)cc3)ccc2O1	6&5	-1	4&-12	-7	2	1	-5
CC(C)COc1ccc(S(=O)(=O)NNC(=O)c2cc3ccccc3o2)cc1	/	/	9	20	-19	/	/
CN(C)c1ccc(CC(=O)N2CCCCC2c2cc(C(=O)Nc3ccccc3)no2)cc1 (configuration not stated)	2	/	0	9	/	12	7
Cc1nc(SCC(=O)Nc2c(C)n(C)n(-c3ccccc3)c2=O)c(C#N)c(C)c1C	-2	-3	3	/	/	6	4
CCC(=O)N1[C@H](CO)[C@@H](c2ccccc2)[C@@H]1CN(CC)C(=O)c1ccccc1	1	-4	2	18[16.7 µM]	-4	-4	24
CNC[C@H]1Oc2c(NS(=O)(=O)c3ccccc3)cccc2C(=O)N([C@@H](C)CO)C[C@H]1C	6	-1	-1	-1[16.7 µM]	-4	-3	1
CCC(=O)Nc1ccc2c(c1)nc(CCN1CCN(c3ccccc3)CC1)n2C	14	-1	5	/	-8	0	-9
CCOC(=O)C1CCN(S(=O)(=O)c2cccc(-c3cn4cccc(C)c4n3)c2)CC1	/	-1	-3	5	/	-1	/
CC(C)NC(=O)c1cc2cc(Br)ccc2oc1=O	16	/	-1	-4	-3	/	18
CCN(CC)C(=O)N1CCN(S(=O)(=O)c2ccc(C)c(C)c2)CC1	5	/	0	2	-12	/	/
C[C@H](CO)N1C[C@H](C)[C@H](CN(C)Cc2ccncc2)Oc2ccc(N(C)C)cc2C1=O	-2	0	-3	-2[16.7 µM]	-18	1	-24
Cc1ccc(C)c(S(=O)(=O)N2CCN(C(=O)CCc3nc4ccccc4c(=O)[nH]3)CC2)c1	2	-2	-3	/	-28	-13	-5
CO[C@@H]1CN(C)C(=O)c2ccc(NC(=O)C3CC3)cc2OC[C@@H](C)N(C(C)=O)C[C@@H]1C	-4	2	39	/	/	-1	-14
O=C(NC(Cc1ccccc1)C(=O)O)/C(=C/c1ccc(Br)cc1)NC(=O)c1ccc(Br)o1 (configuration not stated)	-11	2	-1	-2	/	1	-2
CCN(CC)C(=O)Cn1cnc2c1c(=O)n(C)c(=O)n2C	-16	/	1	-2	2	/	-9
Cc1cc(C(=O)Nc2cccc3c2O[C@@H](CN(C)S(=O)(=O)c2ccccc2)[C@@H](C)CN([C@H](C)CO)C3=O)n(C)n1	-5	7	-4	34[16.7 µM]	-7	1	-26
COc1ccc(CNc2ncnc(N)n2)cc1	1	-3	6	/	-1	2	0
CC(=O)N1c2ccc(S(=O)(=O)N(C)CC(=O)Nc3cccc(C)c3)cc2CC1C (configuration not stated)	-1	2	-1	0	1	6	37
CCCCN(C(=O)c1ccc2c(c1)S(=O)(=O)N=C1CCCCCN12)c1c(N)n(CCCC)c(=O)[nH]c1=O	-9	-2	/	/	-6	7	3
O=[N+]([O-])c1ccc(-n2nncc2-c2ccccc2)cc1	5	-7	2	1	-15	2	-5
CC(C)CC#Cc1ccc2c(c1)O[C@H](CN(C)C(=O)CC1CC1)[C@H](C)CN([C@@H](C)CO)S2(=O)=O	3	18*	-2	-14[16.7 µM]	-2	-5	-15
C=C1C[C@@]23CCC4[C@@](C)(CCC[C@@]4(C)C(=O)OC)C2CC[C@]1(OC(C)=O)C3 (some centres not stated)	-4	/	-2	-3	4	-3	4
CCOc1cc(-c2nc(-c3ccccc3OC)no2)cc(OCC)c1OCC	-7	/	1	-5	-6	/	4
CO[C@@H]1CN(C)C(=O)c2cc(NC(=O)C3CC3)ccc2OC[C@H](C)N(Cc2cccnc2)C[C@H]1C	0	-3	1	-4[16.7 µM]	-12	5	-2
COc1ccc(OC)c(CNC(=O)COc2cc(=O)n(C)c3ccccc23)c1	3	0	/	-2	1	-17	8
COc1ccc(S(=O)(=O)N(C)C[C@H]2Oc3c(NC(=O)c4ccc(-c5nccs5)cc4)cccc3C(=O)N([C@@H](C)CO)C[C@H]2C)cc1	-3	3	2	-2[16.7 µM]	0	0	/
FC(F)Sc1ccc(Nc2ncnc3nc[nH]c23)cc1	-3	/	-1	2	2	/	4
COc1cc(-c2[nH]nc3c2C(c2ccoc2)C(C#N)=C(N)O3)cc(OC)c1OC (configuration not stated)	-2	/	2	-2	-1	/	1
CCN(C(=O)CSc1nc2ccc(OC)cc2[nH]1)c1c(N)n(Cc2ccccc2)c(=O)[nH]c1=O	1	-2	-1	/	-3	23	10
CC[C@@H]1CCCCc2ccccc2[C@H](C(=O)C[C@@H](O)CC(C)=O)OC1=O	-2	/	1	-3	-2	10	8
C[C@@H]1CCCCO[C@H](CN(C)Cc2ccccc2)[C@H](C)CN([C@@H](C)CO)C(=O)c2cc(NS(=O)(=O)c3ccc(F)cc3)ccc2O1	-7	3	5	-11[16.7 µM]	1	-1	/
Fc1ccc(C2CC(c3ccco3)=NN2c2ccccc2)cc1 (configuration not stated)	2	/	0	-5	0	/	15
O=C(NCC(O)c1ccc2ccccc2c1)c1c(F)cccc1F (configuration not stated)	3	-6	0	-2	-9	3	-5
CCC(=O)Nc1ccc2c(c1)OC[C@@H](C)N(C(=O)c1ccncc1)C[C@H](C)[C@H](OC)CN(C)C2=O	-2	-2	-3	1[16.7 µM]	2	-2	12
Cc1ccc(S(=O)(=O)N2CCCSCC2)cc1	17	/	-3	1	2	/	114*
CCOc1ccc(N(CC(=O)N2CCCCCC2)S(C)(=O)=O)cc1	-2	-3	-3	-1	-4	0	8
O=C(NCCc1ccccc1F)C1CC(=O)N(c2cccc(C(F)(F)F)c2)C1 (configuration not stated)	1	-15	-1	/	-18	7	1
O=C(C[C@@H]1C[C@@H]2c3cc(NC(=O)Nc4ccccc4)ccc3O[C@@H]2[C@H](CO)O1)NCC1CC1	-3	4	5	-2[16.7 µM]	-2	-31	0
COc1ccc(-c2cc(C(F)(F)F)n3nc(C(=O)O)cc3n2)cc1OC	0	/	-1	-1	30	/	5
O=C(C[C@@H]1CC[C@@H]2[C@H](COC[C@@H](O)CN2Cc2ccccc2)O1)N1CCOCC1	0	-1	7	1[16.7 µM]	0	-3	17
COc1ccc(Br)cc1/C=N/Nc1ccccn1	-8	5	5	/	/	3	54
CO[C@@H]1CN(C)C(=O)c2cc(NC(=O)Nc3ccccc3Cl)ccc2OC[C@@H](C)N(Cc2ccccc2C(=O)O)C[C@H]1C	1	0	2	/	-3	1	-2
Cc1c(C(=O)OCC(=O)Nc2ccc(C(=O)N(C)C)cc2)oc2ccccc12	/	-2	-1	-6	-2	-11	/
CCN(CC)CCNc1nc(-c2ccc(OC)cc2)c(-c2ccc(OC)cc2)s1	/	-3	/	/	13	6	/
O=C(CSc1nc2ccccc2[nH]1)NCc1ccccc1	43*	-2	3	-1	-9	2	20
CN(C)c1ncnc2c1ncn2[C@H]1CN(Cc2ccco2)C[C@@H](CO)O1	-10	/	6	1	/	-11	-6
COc1ccc(S(=O)(=O)Nc2ccc3c(c2)CC(=O)N([C@H](C)CO)C[C@@H](C)[C@H](CN(C)S(=O)(=O)c2ccc(OC)cc2)O3)cc1	1	1	1	1[16.7 µM]	2	0	22
CN(C)CCOc1cccc(Br)c1	/	-1	/	/	-6	-1	/
C=CCOC(=O)C1=C(C)OC(N)=C(C#N)C1c1ccco1 (configuration not stated)	/	-1	/	/	-8	2	/
More compounds follow:
SMILES	esBAF inh	SIRT5 inh	Cneo AK release	miR-122 sensor	ARNT-TACC3 inh	ERp5 inh	Statin myotox sup
Cc1ccccc1Nc1nn2c(=O)c3ccccc3nc2s1	38	/	0	1	-12	/	2
CCCNC(=O)N(C)C[C@@H]1Oc2ncc(-c3ccc(OC)cc3)cc2C(=O)N([C@H](C)CO)C[C@@H]1C	5	-1	-1	3[16.7 µM]	-2	-2	10
S=c1[nH]c2cnccc2n1Cc1ccccc1	-9	-1	2	-1	-1	2	5
CC(C)CCN(CCC(C)C)C(=O)Cc1c(O)c2ccccc2[nH]c1=O	-10	-1	0	-6	-26	4	-4
CCCc1cc(C(N)=O)c(NC(=O)c2ccco2)s1	26	/	-3	12	-3	/	2
C[C@@H]1CN([C@@H](C)CO)C(=O)c2cc(C#CC(C)(C)O)cnc2O[C@H]1CN(C)C(=O)C1CCC1	2	-2	-2	-3[16.7 µM]	-2	4	-5
CCOc1ccc(C(=S)N2CCCC2)cc1OCC	2	-2	1	0	-2	1	-1
O=C(NCc1nnc(SCC(=O)N2CCN(c3ccccc3)CC2)o1)c1c(F)cccc1Cl	-2	-9	-1	0	0	-2	9
CC(C)c1ccccc1NC(=O)CCc1nc2ccccc2s1	/	/	-5	-1	-3	/	/
COc1cc(NS(=O)(=O)c2ccc(NC(=O)/C(=C\c3ccccc3OC)NC(=O)c3ccccc3)cc2)nc(OC)n1	0	-2	0	/	1	-1	-8
